Assay outcomes: PubChem BioAssay, several laboratories
cytoskel mod – modifiers of F-actin cytoskeleton organization, primary screen, imaging, HUVEC, phalloidin staining, high-content imaging | inhibition, % at 2 µM | HUVEC TNFa F-actin phalloidin imaging | hit rate 0.18% among 91,000 | AID 836, 2007;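 active means inhibition above the batch mean plus 3 SD and confirmed as a hit by visual image inspection, cut at about 30% in these data, passing the limit was not always enough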; further: strong numbers were not always called active
ERa SRC1 inh – ERα–SRC-1 coactivator interaction inhibitors, primary screen, biochemical, TR-FRET, ERα LBD, estradiol-bound; Estrogen receptor (Homo sapiens), P03372; TR-FRET ER-alpha LBD / SRC-1 peptide; inhibition, % at 25.6 µM; hit rate 1.7% among 86,000; in the data active means inhibition above about 50%;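 further: 0% = receptor plus peptide control and 100% = peptide only without receptor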
LYP act – LYP phosphatase activators, primary screen, biochemical, DiFMUP fluorescence, 2 µM; recombinant LYP; 0 = plate median, 100 = signal doubled; activation, % at 2 µM; hit rate 0.11% among 96,000;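 active means activation at 2 µM above a set limit, the mean plus 5 SD, cut at about 37% in these data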
Target sequence (Q9Y2R2 whole entry, looked up): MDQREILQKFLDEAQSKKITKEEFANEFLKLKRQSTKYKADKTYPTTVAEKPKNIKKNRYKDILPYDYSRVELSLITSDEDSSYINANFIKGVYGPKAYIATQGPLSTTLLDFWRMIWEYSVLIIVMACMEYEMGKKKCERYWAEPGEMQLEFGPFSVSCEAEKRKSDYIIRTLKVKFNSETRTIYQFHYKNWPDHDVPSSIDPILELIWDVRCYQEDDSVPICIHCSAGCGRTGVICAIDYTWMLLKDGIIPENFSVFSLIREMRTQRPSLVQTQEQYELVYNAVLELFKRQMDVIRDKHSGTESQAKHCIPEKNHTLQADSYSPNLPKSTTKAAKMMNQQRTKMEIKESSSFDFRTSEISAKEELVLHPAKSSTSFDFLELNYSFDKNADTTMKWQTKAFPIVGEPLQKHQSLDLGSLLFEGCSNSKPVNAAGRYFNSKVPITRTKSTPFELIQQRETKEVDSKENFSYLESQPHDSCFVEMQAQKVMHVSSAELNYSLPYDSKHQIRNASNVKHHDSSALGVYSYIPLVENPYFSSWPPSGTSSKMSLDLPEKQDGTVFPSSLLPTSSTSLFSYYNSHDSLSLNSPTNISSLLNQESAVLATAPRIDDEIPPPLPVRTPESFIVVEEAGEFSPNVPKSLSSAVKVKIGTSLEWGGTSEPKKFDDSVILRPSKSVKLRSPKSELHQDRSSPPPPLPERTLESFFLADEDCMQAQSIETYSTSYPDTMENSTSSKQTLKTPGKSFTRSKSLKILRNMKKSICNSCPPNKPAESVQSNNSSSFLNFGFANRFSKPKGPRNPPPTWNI
LYP inh 2 – PTPN22 phosphatase inhibitors, primary screen, biochemical, DiFMUP fluorescence, 2 µM; Tyrosine-protein phosphatase non-receptor type 22 (Homo sapiens), Q9Y2R2; recombinant LYP catalytic domain; inhibition, % at 2 µM; hit rate 0.21% among 96,000; AID 640, 2007;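 active means inhibition at 2 µM at or above a set limit, the screen mean plus 3 SD, cut at about 24% in these data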;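 further: 0% = DMSO with enzyme and 100% = enzyme fully blocked by orthovanadate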
HUVEC tox TNFa – cytotoxicity in TNFa-stimulated HUVEC, primary screen, cytotoxicity control for VCAM1 expression modulator project, imaging, Hoechst nuclei count. HUVEC TNFalpha-stimulated, Hoechst cell count. cell count reduction, % at 2 µM. hit rate 0.17% among 93,000. AID 848, 2007;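 active means cell count reduction exceeding the screen mean by over 5 SD, scaled to untreated wells per plate, cut at about 78% in these data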;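 further: cells counted after 24 h of TNF alpha exposure following the 1 h pretreatment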
Pyk2 oligo antag – antagonists of Pyk2 self-association, primary screen, Q293 cells, FERM NanoBiT luminescence, HTS; hit rate 0.83% among 99,000; stronger effect = lower value; z-score (the deposit names both 25 µM and 10 µM); AID 1347419, 2020; Protein-tyrosine kinase 2-beta (Homo sapiens), Q14289;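 active means Z-score of -3 or lower, scaled per plate to the spread of control and sample wells; inactive means z-score above -3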;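 further: negative z-score means lost luminescence so less FERM oligomerization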
VCAM1 TNFa inh – inhibitors of TNFa-induced VCAM1 expression, primary screen, imaging, HUVEC, TNFa stimulus, immunofluorescence; hit rate 0.48% among 95,000; HUVEC TNFa-induced VCAM-1 immunofluorescence, high-content imaging; inhibition, % at 2 µM;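 active means inhibition above the batch mean plus 3 SD, with images confirmed as a hit by eye, cut at about 37% in these data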;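 further: 0% = TNF-stimulated DMSO wells and 100% = unstimulated control wells; not every result past the cut was called active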
FAK blocker – FAK kinase inhibitors, primary screen, biochemical | Focal adhesion kinase 1 (Homo sapiens), Q05397 | biochemical FAK kinase activity assay | inhibition, %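 (tested at 7 µM)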 | hit rate 0.84% among 97,000; in the data active means inhibition above about 19%;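 further: 0% = DMSO and 100% = reference compound high control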
IL1B cytotox – cytotoxicity in IL-1B stimulated HUVEC, primary screen, cytotoxicity control for IL-1B NFkB translocation project, imaging, Hoechst nuclear count, IL-1B stimulus; HUVEC cell count loss; cell count reduction, % at 2 µM; hit rate 0.41% among 94,000;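 active means cell count reduction more than 3 SD above the screen-wide mean, cut at about 70% in these data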;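 further: normalized per plate to untreated control cells as the no-loss baseline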
Numbers without * were called inactive; nt = not tested or not shown; [ ] = remark or other dose. No enrichment for hits; overall some 3.8% were active at least once.

SMILES | cytoskel mod | ERa SRC1 inh | LYP act | LYP inh 2 | HUVEC tox TNFa | Pyk2 oligo antag | VCAM1 TNFa inh | FAK blocker | IL1B cytotox
CSCCC(C(=O)N1CC2(C)CC1CC(C)(C)C2)N1C(=O)c2ccccc2C1=O (configuration not stated) | -4 | -17 | -12 | 12 | -11 | -0.02 | 11 | 0 | -25
O=C(Cn1nc(-c2ccccc2)c2ccccc2c1=O)Nc1ccccn1 | -10 | -7 | -7 | 7 | 9 | 0.08 | 15 | 2 | 0
CCC(C)n1c(-c2cccs2)nc2nc3ccccc3nc21 (configuration not stated) | 33 | 2 | -4 | 4 | -17 | -2.7 | -6 | 5 | 15
Cc1ccccc1-c1cc(C(=O)Nc2sc(C(=O)OC(C)C)c(C)c2C#N)c2ccccc2n1 | 0 | nt | -2 | -1 | -23 | -3.9* | 5 | -2 | 10
COc1ccc(C(N)=O)cc1NC(=O)c1cccc(F)c1 | -13 | 0 | -2 | 0 | -53 | -0.15 | 4 | -3 | -1
CC1CCc2cc(F)ccc2N1C(=O)C1(C)CC1(Cl)Cl (configuration not stated) | 1 | -1 | 1 | -2 | -7 | -0.15 | -2 | 3 | -29
O=C(CSc1ccc2nnc(-c3ccccn3)n2n1)NCC1CCCO1 (configuration not stated) | 3 | 4 | 1 | -1 | -31 | nt | 10 | -6 | 0
Cc1ccsc1C(=O)NNC(=O)Nc1ccc(Cl)c(Cl)c1 | 28 | nt | -3 | 8 | -2 | 0.07 | 0 | 6 | -11
Cc1cccc(C)c1NC(=S)NC(=O)CCc1ccccc1 | 3 | nt | -4 | 6 | 4 | 2 | 0 | -4 | -26
CC1Cc2ccccc2N1C(=O)CSc1ccccc1 (configuration not stated) | -3 | nt | 5 | -3 | 18 | 0.38 | 13 | 0 | -3
CCc1ccc(OC)c(S(=O)(=O)NCCOc2ccccc2)c1 | -1 | -8 | -7 | 4 | -2 | -0.41 | 2 | -2 | -47
CCc1ccc(NC(=S)NC2CC3CCCC(C2)N3Cc2cccs2)cc1 (configuration not stated) | -7 | nt | 0 | 3 | 2 | -0.05 | 13 | -7 | 14

Among those listed so far, 2 contain an aryl thioether with sulfur outside any ring.
SMILES | cytoskel mod | ERa SRC1 inh | LYP act | LYP inh 2 | HUVEC tox TNFa | Pyk2 oligo antag | VCAM1 TNFa inh | FAK blocker | IL1B cytotox
O=C(CSc1ccc2nnc(-c3ccccn3)n2n1)NCC1CCCO1 (configuration not stated) | 3 | 4 | 1 | -1 | -31 | nt | 10 | -6 | 0
CC1Cc2ccccc2N1C(=O)CSc1ccccc1 (configuration not stated) | -3 | nt | 5 | -3 | 18 | 0.38 | 13 | 0 | -3

Additional records.
SMILES | cytoskel mod | ERa SRC1 inh | LYP act | LYP inh 2 | HUVEC tox TNFa | Pyk2 oligo antag | VCAM1 TNFa inh | FAK blocker | IL1B cytotox
Cc1ccc2cc3cc(C(=O)NCc4ccco4)oc3nc2c1 | -23 | 53*[fluorescence artefact?] | 8 | -10 | -7 | -0.1 | 6 | 21* | -31
CSc1ccc(Cl)c(C(=O)OCC(=O)NC2CC2)c1 | 7 | -2 | 6 | -3 | -19 | 1.2 | 9 | -3 | -15
Cn1nnnc1SCC(=O)Nc1nc2c(s1)CCCC2 | 4 | nt | -3 | 3 | 0 | -0.66 | 9 | 1 | 6
OC(CN1CCCCC1)CN(c1ccccc1)c1ccccc1 (configuration not stated) | 6 | -1 | -1 | -1 | 4 | 0.27 | 14 | 2 | 3
O=S(=O)(c1ccc(Cl)cc1)N1CCCC1c1nc2ccccc2s1 (configuration not stated) | -31 | nt | 8 | -6 | -14 | 1.6 | 4 | -8 | -18
CCC(=O)Nc1cccc(NC(=O)CSc2nnnn2C2CCCC2)c1 | 57 | -9 | -1 | -1 | -32 | -0.29 | 9 | -6 | -21
Cc1cc(C)cc(NS(=O)(=O)c2ccc3oc(=O)ccc3c2)c1 | -14 | 4[fluorescence artefact?] | -6 | 5 | -2 | -0.91 | -9 | -2 | -8
COc1cc2c(C(=O)NCc3ccc4c(c3)OCO4)cn(C)c(=O)c2cc1OC | 0 | 1 | 3 | -5 | -26 | 2.1 | 0 | -2 | -17
CCC(CC)C(=O)Nc1ccccc1NC(C)=O | 16 | 3 | -4 | 7 | 21 | 0.92 | 0 | 5 | 42
O=S(=O)(NCC1CCCO1)c1ccc(S(=O)(=O)N2CCc3ccccc3C2)cc1 (configuration not stated) | -38 | -1 | -6 | 2 | -29 | -0.28 | 18 | 1 | -32
CCc1nnc(NC(=O)Cc2ccc(OC)cc2)s1 | 2 | 1 | 0 | 3 | -26 | 0.22 | 14 | 0 | -7
CCN(CC)S(=O)(=O)c1ccc(NC2=NS(=O)(=O)c3ccccc32)cc1 | -19 | 0[fluorescence artefact?] | -7 | 9 | -12 | -0.61 | -1 | 1 | 11
Cc1ccc(NC(=O)C2C3/C=C\CCCCC32)cc1C (configuration not stated) | -18 | nt | 5 | -3 | -4 | -0.35 | -8 | 6 | 0
COc1ccc(NC(=O)C2C3C=CC4(CN(Cc5cccnc5)C(=O)C24)O3)c(OC)c1 (configuration not stated) | -4 | 8 | -5 | 6 | 1 | 0.37 | -4 | -1 | 7
CN(C)/C=C/C(=O)c1nnn(C2CCCCC2)c1NC1CCCCC1 | 1 | nt | -5 | 3 | -32 | 0.48 | -10 | 0 | -44
O=S(=O)(c1ccc(Cl)cc1)n1nnc2ccccc21 | -14 | 7 | 21 | -19 | 13 | 0.01 | -3 | 0 | -22
CCOC(=O)C1=C(C)NC(SCC(=O)OC)=C(C#N)C1c1ccc(C(=O)OC)cc1 (configuration not stated) | 23 | -10 | 15 | -15 | -13 | -0.48 | -10 | -3 | -4
c1ccc(-c2nc(N3CCCCCC3)nc(-n3ccnc3)n2)cc1 | 4 | -1 | -6 | 6 | -22 | -1.8 | 12 | 2 | -29
CCOC(=O)c1ccccc1NC(=O)c1cccnc1 | 22 | 6 | 8 | -11 | -39 | -0.78 | -22 | -2 | -14
O=C(Nc1ccc(Cl)c(Cl)c1)N1CCC(N2CCCCC2)CC1 | 5 | nt | 0 | -1 | 4 | -0.43 | 14 | 0 | 7
Cc1ccc(-c2csc(NC(=O)Cn3cnc4c3c(=O)n(C)c(=O)n4C)n2)cc1C | 15 | nt | 5 | -4 | -31 | 0.78 | 9 | 2 | -19
O=C(Cc1cccs1)NCc1cn2ccccc2n1 | 4 | -2 | -6 | 5 | -7 | nt | 6 | -3 | 9
Cc1ccc(-c2nn(C)c(=O)c3ccccc23)cc1CNC(=O)CN1CCOCC1 | 5 | -21 | -5 | -1 | -18 | 4 | -9 | 0 | -12
O=C(N/N=C/c1ccc([N+](=O)[O-])cc1)c1ccc2nc[nH]c2c1 | -37 | nt | 9 | -6 | 13 | 0.78 | 5 | 6 | 17

3 compounds from above with just cytoskel mod, IL1B cytotox and FAK blocker.
compound | cytoskel mod | IL1B cytotox | FAK blocker
c1ccc(-c2nc(N3CCCCCC3)nc(-n3ccnc3)n2)cc1 | 4 | -29 | 2
CCOC(=O)c1ccccc1NC(=O)c1cccnc1 | 22 | -14 | -2
O=C(Nc1ccc(Cl)c(Cl)c1)N1CCC(N2CCCCC2)CC1 | 5 | 7 | 0

More records:
SMILES | cytoskel mod | ERa SRC1 inh | LYP act | LYP inh 2 | HUVEC tox TNFa | Pyk2 oligo antag | VCAM1 TNFa inh | FAK blocker | IL1B cytotox
CC(C)c1nc(SCc2c(F)cccc2Cl)c2c(=O)n(C)c(=O)n(C)c2n1 | -6 | 1 | -5 | 2 | -12 | nt | 0 | -3 | 5
Cc1n[nH]c(=S)n1/N=C/c1ccc(Br)o1 | 3 | nt | -8 | 12 | -6 | 1.2 | 4 | 0 | -35
Cc1cc(C(=O)OCC(=O)N2CCN(C(=O)c3ccco3)CC2)c(C)n1-c1ccc(F)cc1 | -12 | -7 | 20 | -21 | -10 | 0.98 | 10 | 1 | -6
Cc1nc(NCc2ccccn2)c2ccccc2n1 | -7 | 1 | -5 | 5 | -10 | 1 | -2 | 1 | -2
O/N=C/c1cc(Cl)ccc1OCc1cccc2ccccc12 | 4 | nt | -2 | 7 | -42 | nt | -24 | 1 | -12
CCn1ncc(C2=NOC(C(=O)NCCc3ccccc3)C2)c1C (configuration not stated) | 5 | 5 | -4 | 2 | -22 | 0.65 | -2 | 6 | 6
CCOc1cc2[nH]c(=O)n(CCCCC(=O)N3CCCCCC3)c(=O)c2cc1OCC | -9 | 1 | 12 | -16 | 2 | 1.7 | 1 | 0 | 0
COc1cc(C(=O)N2CCN(C(=O)C3CC3)CC2)cc(OC)c1OC | -10 | -4 | 7 | -7 | -6 | -0.27 | 18 | -4 | 16
Brc1cnc(N2CCCC2)nc1N1CCCCC1 | -9 | -4 | -13 | 11 | -13 | nt | 7 | -5 | -4
O=C(c1cc2ccccc2oc1=O)N(Cc1cccs1)C1CCS(=O)(=O)C1 (configuration not stated) | -2 | -3 | 1 | -3 | -9 | 0.38 | 2 | 0 | -39
COc1cc(C)c(S(=O)(=O)Nc2ccccc2F)cc1C | 2 | 4 | 0 | -2 | -16 | -1.1 | 16 | 5 | -28
COC(=O)C1(c2ccccc2)NC(c2cccs2)C2C(=O)N(C)C(=O)C21 (configuration not stated) | -7 | -11 | 6 | -2 | -3 | 0.14 | -3 | -3 | nt
COc1ccc2oc(=O)c(C(=O)NCc3ccccn3)cc2c1 | -6 | -23[fluorescence artefact?] | 3 | -1 | -26 | 1 | -14 | -2 | -12
CCN(CC)S(=O)(=O)c1ccc(C(=O)Nc2c3c(nn2C(C)(C)C)CS(=O)(=O)C3)cc1 | -24 | 0 | 3 | -5 | -40 | -0.02 | -18 | -10 | -74
Clc1ccc(Cn2nnc(-c3ccc(CN4CCOCC4)cc3)n2)cc1 | -7 | 5[fluorescence artefact?] | -3 | 1 | -19 | 0.34 | 0 | -3 | -19
CC(C)CCNC(=O)CCCOc1ccccc1 | -28 | -3 | -4 | 6 | 2 | 0.14 | 2 | 1 | 10
Cc1ccc(NC(=O)Cn2nc([N+](=O)[O-])c(Br)c2C)cc1C | 16 | nt | 1 | 4 | 6 | -0.28 | 1 | 2 | -15
Cc1ccc(-c2cn3cccnc3n2)cc1NC(=O)c1c(-c2ccccc2Cl)noc1C | 0 | nt | 6 | -6 | -38 | -0.4 | 15 | 2 | -17
O=C(Nc1cc(Cl)ccc1N1CCCCC1)c1cccs1 | -3 | -7 | -1 | 2 | -13 | -1.9 | 14 | 2 | -21
CCOC(=O)C1CCN(CCC(=O)Nc2cccc(Cl)c2C)CC1 | nt | -38 | -11 | 9 | -27 | 0.41 | 2 | 5 | 17
O=C(NCc1ccccc1)c1ccc2c(c1)C(=O)N(Cc1ccncc1)C2=O | 17 | -1[fluorescence artefact?] | 6 | -4 | -11 | 2 | 14 | -1 | -10
Cc1cc(/C=C2/SC(=O)N(CC(=O)OC(C)C)C2=O)c(C)n1C | -16 | nt | -10 | 9 | -8 | -1 | -3 | -1 | 4
CCC(C)NC(=O)C1c2cc(OC)c(OC)cc2C(=O)N(C)C1c1cccs1 (configuration not stated) | 11 | nt | -3 | 1 | 11 | -0.03 | 10 | -5 | -13
CCOC(=O)Cc1cc(=O)n2[nH]c(-c3ccc(Cl)cc3)cc2n1 | 20 | 14[fluorescence artefact?] | 12 | -9 | -11 | 0.9 | -3 | -2 | 7
